Lipid droplet = hepatic lipid droplet formation modulation | AML12 mouse hepatocytes, oleate lipid droplets, BODIPY imaging | inhibition, % at 6.5 µM | hit rate 0.4% among 240,000;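 active = lipid droplet intensity inhibited by at least 50%, with more than 500 cells counted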
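Material – AML12 mouse liver cells · Also added – oleate loading, 100 µM · Compound dosing – 6.5 µM single-point dosing · Times – overnight treatment with compound plus oleate · Measured by – fluorescence imaging, 20x objective, two fields per well · Read-out – percent inhibition of filter-corrected integrated lipid droplet intensity per well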
M1AAP inhibition = malaria alanyl aminopeptidase activity blockers – biochemical, fluorogenic H-Leu-NHMec substrate, 1536-well (AID 1445). recombinant M1AAP, H-Leu-NHMec fluorogenic kinetic assay; higher % means a stronger effect. inhibition, % at 30 µM, or IC50 in µM where a hit was titrated. hit rate 0.42% among 220,000;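 active = primary inhibition above the hit cutoff, then over 50% inhibition at one or more dose response concentrations, cut at about 23% in these data, passing the limit was not always enough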;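 note: plate controls were DMSO full reaction for no effect and no enzyme background for full effect; strong numbers were not always called active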
human PMI inhibitors = MPI inhibition at elevated mannose 6-phosphate – biochemical, fluorescence intensity, high mannose 6-phosphate, primary screen (AID 1220); recombinant PMI enzyme, coupled fluorescence intensity; higher % means a stronger effect; hit rate 0.66% among 190,000; inhibition, % at 20 µM; hits with a dose series show IC50 in µM
UTI89 phage lysis = protection from phage-mediated lysis, alamar blue read-out – E. coli UTI89, K1F phage, bacterial capsule biogenesis inhibitors (AID 488966) | E. coli UTI89 K1F phage lysis, alamar blue, 2 h; higher % means a stronger effect | one-dose inhibition, % at 100 µM; IC50 in µM for titrated hits | hit rate 0.02% among 340,000;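 active = phage lysis inhibition, versus mean bacterial control, above a set limit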;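 note: capsule biogenesis inhibitors block K1F phage lysis so surviving cells raise fluorescence; higher fluorescence means more inhibition of phage lysis; actives were called in the ten point dose series up to 300 µM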
TNAP activation fold = human TNAP enzyme activators, primary screen, biochemical, luminescent, no phosphate acceptor, uHTS (AID 1001); purified TNAP, luminescent activation assay, no phosphate acceptor; higher activation fold means a stronger effect; one-dose activation fold at 20 µM; EC50 in µM for titrated hits; hit rate 0.03% among 200,000; in the data active = activation fold from about 3, or a potency from the dose series; inactive = the rest, 99 in 100 with activation fold below about 1.6; note: many of its hits are not listed in these tables
Siah-1 displacement = Siah-1 peptide-binding antagonists, primary screen, biochemical, fluorescence polarization, rhodamine-plectin, uHTS (AID 1817). Siah-1 / rhodamine-plectin peptide fluorescence polarization; higher % means a stronger effect. one-dose displacement, % at 20 µM; IC50 in µM for titrated hits. hit rate 0.02% among 290,000;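 active = displacement of at least 50% at 20 µM, with a fluorescence ratio check between 0.3 and a set limit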;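 note: plate controls were Siah plus tracer with DMSO for no effect and tracer alone without Siah for full effect; strong numbers were not always called active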
P. falciparum M17LAP = P. falciparum M17LAP inhibitors, primary screen, biochemical, fluorogenic H-Leu-NHMec substrate, 1536-well (AID 1619); inhibition, % at 30 µM; hits with a dose series show IC50 in µM; recombinant M17LAP, H-Leu-NHMec fluorogenic kinetic assay; higher % means a stronger effect; hit rate 0.38% among 220,000;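 active = compound inhibiting the enzyme by more than half at any dose during confirmatory dose-response retesting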;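 note: plate controls were full reaction with DMSO carrier for no effect and no enzyme background for full effect; strong numbers were not always called active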
XIAP displacement = XIAP antagonists, biochemical, IAP family, fluorescence polarization (AID 1018). XIAP BIR domain, fluorescence polarization peptide displacement; higher % means a stronger effect. one-dose displacement, % at 20 µM; IC50 in µM for titrated hits. hit rate 0.007% among 200,000; in the data active = displacement above about 50%; note: a part of the inactive calls stands beside numbers as strong as those of hits
PMI inhibitors = inhibitors of human PMI, primary screen, biochemical, fluorescence intensity, coupled assay (AID 1209); one-dose inhibition, % at 20 µM; IC50 in µM for titrated hits; hit rate 0.42% among 190,000; purified PMI enzyme, coupled fluorescence intensity; higher % means a stronger effect;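 note: plate controls were DMSO vehicle for no effect and wells lacking substrate for full effect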
Lipid droplet cells 6.5 µM = recorded beside Lipid droplet, whose call it bears; cell count; measured here: cell count, cytotoxicity flag;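 cells counted across two imaged fields per well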
The depositor's hits bear a star; · = no result given; [ ] = dose if it differs, or a comment. Cut-off read from the data, not from the text of the source, unless noted: active = inhibition above about 50%; inactive = the rest.

1. COc1ccc(CCNC(=O)COC(=O)c2cnc(C)cn2)cc1
2. CCCOc1ccccc1C1C(C(=O)OC)=CN(C(C)C)C=C1C(=O)OC
3. Cc1cc(NC(=O)CCC(=O)N(c2cccnc2)C(C(=O)NC2CCCC2)c2ccccc2)no1 (stereo not given)
4. O=C(CS(=O)c1ccccc1[N+](=O)[O-])Oc1ccc(Br)cc1 (stereo not given)
5. CC(C)c1nnc(NC(=O)CCC(=O)N2CCN(Cc3ccccc3)CC2)s1
6. O=C(CSc1nc(-c2ccccc2)c(-c2ccccc2)[nH]1)N1CCN(S(=O)(=O)c2ccccc2)CC1
7. O=C(NCc1ccc2c(c1)OCO2)c1ccc(S(=O)(=O)N2CCCCC2)cc1
8. Cc1ccc(C(=O)C(OC(=O)CN2C(=O)c3ccccc3C2=O)c2ccccc2)cc1 (stereo not given)

assay / compound	1	2	3	4	5	6	7	8
Lipid droplet	·	-21.0	·	-11.1	·	8.3	4.8	·
Lipid droplet cells 6.5 µM	·	715	·	678	·	781	772	·
M1AAP inhibition	-1.4%	-0.9%	-5.2%	-4.2%	0.4%	-1.8%	1.8%	0.8%
human PMI inhibitors	9.5%	12.4%	-6.4%	7.8%	-4.2%	3.9%	-7.6%	15.0%
UTI89 phage lysis	1.2%	0.3%	1.8%	-1.2%	0.4%	0.1%	0.2%	0.2%
TNAP activation fold	1.1	1.4	1.1	1.1	1.1	1.2	1.1	1
Siah-1 displacement	0.1%	0.5%	2.6%	9.7%	3.4%	-1.2%	5.3%	-4.0%
P. falciparum M17LAP	-21.8%	-95.2%	5.4%	0.5%	0.6%	2.9%	-3.5%	-5.7%
XIAP displacement	-1.7%	-2.2%	-5.6%	-2.9%	0.6%	-1.1%	0.2%	-4.0%
PMI inhibitors	12.4%	15.5%	-5.3%	9.7%	-9.6%	14.1%	-5.6%	16.7%

9. COc1ccc(N2C(=O)C3CCCN3C2c2cc(OC)c(OC)cc2OC)cc1 (stereo not given)
10. Cc1cc(C)n(-c2nc3c(c(=O)[nH]c(=O)n3C)n2CC(O)COc2ccccc2)n1 (stereo not given)
11. CCC(=O)Nc1c(-c2ccc(OC)cc2)c(=O)c2ccccc2n1C
12. N#Cc1cnc(Nc2nc3ccccc3o2)nc1-c1ccccc1
13. O=C(NCCc1c[nH]c2ccccc12)C(=O)NCC1OCCCN1S(=O)(=O)c1ccccc1 (stereo not given)
14. CC(C)(C)c1ccc(C(=O)NNC(=O)c2cccc(Br)c2)cc1
15. CC(=O)Nc1ccc(/C=C(\C#N)C(=O)NCc2ccccc2)cc1
16. CCOC(=O)Cc1nc2ccccc2n(CC#N)c1=O

assay / compound	9	10	11	12	13	14	15	16
Lipid droplet	·	·	1.6	-0.8	-28.7	12.0	37.8	7.8
Lipid droplet cells 6.5 µM	·	·	791	716	628	702	644	715
M1AAP inhibition	-3.8%	6.2%	3.5%	-13.4%	6.9%	-1.8%	5.9%	-0.8%
human PMI inhibitors	-2.9%	-0.6%	7.1%	9.6%	11.1%	12.0%	-6.2%	-4.2%
UTI89 phage lysis	1.3%	0.4%	-0.3%	1.3%	4.8%	3.2%	1.3%	0.1%
TNAP activation fold	1	1	1.1	1.1	1	1.6	1	1.1
Siah-1 displacement	-3.2%	-0.3%	4.7%	-1.6%	-0.7%	4.2%	5.9%	-7.9%
P. falciparum M17LAP	15.2%	-13.4%	0.6%	4.9%	-6.0%	0.7%	16.9%	5.6%
XIAP displacement	-5.6%	-5.9%	-7.1%	-4.3%	-7.5%	-3.7%	-6.1%	-0.6%
PMI inhibitors	-9.6%	-3.8%	8.4%	8.6%	3.9%	12.0%	-10.3%	0.7%

Record cards (already shown). Order of screens: Lipid droplet, Lipid droplet cells 6.5 µM, M1AAP inhibition, human PMI inhibitors, UTI89 phage lysis, TNAP activation fold, Siah-1 displacement, P. falciparum M17LAP, XIAP displacement, PMI inhibitors
`N#Cc1cnc(Nc2nc3ccccc3o2)nc1-c1ccccc1` reads -0.8, 716, -13.4%, 9.6%, 1.3%, 1.1, -1.6%, 4.9%, -4.3%, 8.6%
`CCOC(=O)Cc1nc2ccccc2n(CC#N)c1=O` reads 7.8, 715, -0.8%, -4.2%, 0.1%, 1.1, -7.9%, 5.6%, -0.6%, 0.7%
`CCC(=O)Nc1c(-c2ccc(OC)cc2)c(=O)c2ccccc2n1C` reads 1.6, 791, 3.5%, 7.1%, -0.3%, 1.1, 4.7%, 0.6%, -7.1%, 8.4%
`CC(=O)Nc1ccc(/C=C(\C#N)C(=O)NCc2ccccc2)cc1` reads 37.8, 644, 5.9%, -6.2%, 1.3%, 1, 5.9%, 16.9%, -6.1%, -10.3%
`CC(C)(C)c1ccc(C(=O)NNC(=O)c2cccc(Br)c2)cc1` reads 12.0, 702, -1.8%, 12.0%, 3.2%, 1.6, 4.2%, 0.7%, -3.7%, 12.0%

(more compounds)
The line under a structure holds: Lipid droplet, Lipid droplet cells 6.5 µM, M1AAP inhibition, human PMI inhibitors, UTI89 phage lysis, TNAP activation fold, Siah-1 displacement, P. falciparum M17LAP, XIAP displacement, PMI inhibitors
(17) COc1ccc([N+](=O)[O-])cc1N(CC(=O)NCCCOC(C)C)S(C)(=O)=O
  -11.1, 699, 4.2%, -6.3%, 1.4%, 1.1, -3.5%, -2.3%, -4.2%, -7.5%
(18) C/C(Cn1nc([N+](=O)[O-])cc1C)=N\NC(=O)COc1c(Cl)cc(Cl)cc1Cl
  -32.2, 613, -4.0%, -2.5%, 0.6%[50 µM], 0.9, 2.1%, -4.4%, -7.9%, 2.7%
(19) O=C(O)c1ccc(-n2ccnc2)c([N+](=O)[O-])c1
  -3.3, 446, 1.9%, 11.0%, -3.8%, 0.9, -2.9%, -9.9%, -3.9%, -11.2%
(20) O=c1c(Cl)c(Cl)cnn1Cc1ccc(F)cc1
  -7.6, 629, ·, 8.5%, 0.4%, 1, -0.7%, ·, -9.7%, 10.1%
(21) CN(C)/N=C/c1ccc(Sc2ccccc2[N+](=O)[O-])o1
  2.5, 679, 14.2%, -20.0%, -0.4%, 1, -6.0%, -1.6%, -6.9%, 0.5%
(22) CC(=O)Oc1c(C)cc(Cl)cc1C(=O)Nc1ccc([N+](=O)[O-])cc1Cl
  -53.9, 561, -4.1%, -13.3%, 0.0%, 1.2, -8.3%, 3.6%, -1.1%, 0.7%
(23) O=C(NCCCN1CCCC1=O)c1cncc(Br)c1
  10.5, 779, -0.7%, 4.0%, 0.4%, 1.1, -0.3%, 8.9%, -7.2%, 4.8%
(24) Cc1nc(NS(=O)(=O)c2ccccc2)sc1C(C)(C)C
  17.9, 676, 1.7%, -9.9%, 3.0%[50 µM], 1.1, -10.0%, 10.1%, -7.2%, -21.4%
(25) COc1cccc(-c2ccc(SCC(=O)N3CCc4ccccc43)nn2)c1
  -27.9, 638, 0.3%, 8.5%, ·, 1.1, 5.0%, -4.8%, -1.5%, 12.4%
(26) O=c1[nH]c2ccccc2n1Cc1ccc(Cl)cc1
  -3.0, 741, -0.5%, 10.6%, -0.4%, 1, 0.4%, 4.7%, -4.6%, 11.2%
(27) NNC(=O)c1ccc(CN2CCCCC2)o1
  16.0, 658, 0.2%, 7.4%, 0.1%, 1.1, 1.1%, -2.6%, -8.3%, -1.8%
(28) CC(=O)O[C@@H]1C[C@H]2C(C)(C)C(=O)C=C[C@]2(C)[C@H]2CC[C@@]3(C)[C@H](c4ccoc4)OC(=O)[C@H]4O[C@]43[C@@]21C
  -12.3, 736, 16.0%, -9.2%, 0.0%, 1, -3.5%, 3.2%, -3.6%, -4.2%
(29) CCCCN(CC)Cc1c(C)[nH]c2ccccc2c1=O
  -3.1, 654, 5.7%, 11.0%, 0.2%, 1.2, 4.1%, -7.2%, -0.2%, 7.1%
(30) Cc1cc([N+](=O)[O-])nn1CC(=O)Nc1sc2c(c1C(N)=O)CCCC2
  -4.3, 710, 2.4%, 12.5%, -0.5%, 1.1, -1.5%, -5.7%, -6.6%, 10.8%
(31) S=C(Nc1ccc(Br)cc1Cl)NC1CCN(Cc2ccccc2)CC1
  14.7, 671, 0.1%, -1.2%, -1.9%, 1.1, -7.7%, 2.8%, -2.1%, 2.5%
(32) CCN(CC)C(=O)C[n+]1ccc(C(N)=O)cc1
  -4.1, 715, 3.5%, 14.8%, 0.0%, 1.1, -0.7%, 16.4%, -8.2%, 12.5%
(33) CCOC(=O)c1sc(=S)n(-c2ccc(OC)cc2)c1N
  6.1, 573, 6.3%, ·, ·, ·, 3.3%, 3.4%, ·, ·
(34) Clc1ccc(-c2nc(NCCN3CCOCC3)c3ccccc3n2)cc1
  ·, ·, 13.3%, -2.7%, -0.1%, 1.1, -2.0%, -2.6%, -0.5%, -0.9%
(35) COc1ccc(C(CC(=O)O)NC(=O)c2sc3ccccc3c2Cl)cc1 (stereo not given)
  -1.6, 642, 8.2%, 9.7%, 0.1%, 1.1, -0.1%, 3.4%, -1.1%, 10.3%
(36) COC(=O)c1ccc(N(C(=O)CNC(=O)c2ccco2)C(C(=O)NC2CCCC2)c2ccco2)cc1 (stereo not given)
  -2.1, 725, -1.7%, 5.3%, -0.3%, 1, 5.9%, 7.4%, -11.9%, 2.9%
(37) O=C(Cn1c(=S)[nH]c2ccccc2c1=O)N1CCN(c2ccc(F)cc2)CC1
  -2.6, 799, -1.2%, 5.8%, 0.1%, 1, 9.2%, 15.5%, -4.0%, 3.1%
(38) CCN(CCNC(=O)C1CCN(Cc2nc(-c3cccc(Cl)c3)oc2C)CC1)c1ccccc1
  ·, ·, 4.9%, 14.7%, -0.2%, 1.4, -3.4%, 1.9%, -1.7%, 8.7%
(39) COc1ccc(/C=C/C(=O)Nc2ccc(-n3nncc3-c3ccc(OC)c(OC)c3)cc2)cc1OC
  17.2, 807, 12.1%, 7.8%, 4.6%, 1.1, -5.3%, -3.4%, 0.3%, 11.3%
(40) C=CCNC(=O)Nc1cc(Cl)ccc1OC
  -15.6, 689, 1.6%, 2.0%, 0.1%, 1, 6.5%, -1.0%, -1.1%, 4.6%
(41) COc1cccc(N2CCN(C(=O)c3[nH]c(C)c(C(C)=O)c3C)CC2)c1
  ·, ·, 0.9%, 7.4%, 1.1%, 1.1, 2.8%, -0.3%, -2.3%, 4.4%
(42) COc1ccc(/C=C/C(=O)c2c(O)cc(C)oc2=O)c(OC)c1
  ·, ·, 4.8%, 0.1%, 1.5%, 1.1, -4.0%, -1.7%, -1.9%, -1.1%
(43) NC(=O)NOCc1ccc(F)cc1Cl
  -4.0, 701, 9.2%, 5.6%, ·, 1.1, 4.4%, 0.2%, -4.3%, 2.5%

From PubChem
